Growth percent in the NCI-60 one-dose screen (48 h, 10 µM unless noted): 100 = growth as untreated, 0 = no growth, -100 = all killed.
RXF 393: RXF 393 renal cancer cells | 77,000 compounds, 6.9% hits | AID 1794773
A498: A498 renal cancer cells; 76,000 compounds, 5.4% hits
HT29: HT29 colon cancer; AID 1794748; 81,000 compounds, 7.4% hits
COLO 205: COLO 205 colon cancer; 79,000 compounds, 7.3% hits; AID 1794742
NCI-H23: NCI-H23 lung cancer. 80,000 compounds, 4% hits
NCI-H226: NCI-H226 lung cancer; 79,000 compounds, 3.5% hits; AID 1794732
NCI-H322M: NCI-H322M lung cancer; 80,000 compounds, 2.7% hits; AID 1794733
NCI-H522: NCI-H522 lung cancer; 78,000 compounds, 8% hits; AID 1794739
NCI-H460: NCI-H460 lung cancer. AID 1794736. 82,000 compounds, 6.8% hits
* = called active by the depositor; . = not tested or not shown. Rule for the calls: active = growth percent below 10; inactive = the rest.

Start of the listing, in advance (10 entries):
SMILES,RXF 393,A498,HT29,COLO 205,NCI-H23,NCI-H226,NCI-H322M,NCI-H522,NCI-H460
COc1cc(/C=N/NC(=O)CSc2nc3ccccc3c(=O)n2CCc2ccc(S(N)(=O)=O)cc2)cc(OC)c1OC,98,97,85,96,99,86,93,46,101
COc1cccc(/C=C2\SC(=Nc3ccc(O)c(C(=O)O)c3)NC2=O)c1,112,106,107,116,102,.,108,97,103
CCOc1ccc(C2=CC(=O)C=CC2=O)cc1,103,95,103,103,92,86,111,28,101
CCOC(=O)c1cnn2c(-c3ccc(Cl)cc3)nc(NCc3ccccc3)nc12,41,31,51,.,58,89,99,82,78
COc1cccc(NC(=O)c2ccc(C(=O)Nc3cccc(OC)c3)cc2)c1,85,115,113,114,100,92,93,88,111
COc1ccc2c(c1)C(c1cc(OC)c3c(c1)OCO3)C1=C(COC1=O)N2 (stereo unspecified),-8.9*,30,.,-23*,38,28,51,-39*,6.6*
CCOC(=O)C(C(=O)OCC)C1CCCCC1,107,107,102,112,106,99,94,.,106
Cc1cc(C)n(-c2nc(-c3ccc(Cl)cc3)c(C#N)c(N3CCOCC3)n2)n1,70,54,92,81,84,86,93,86,96
CC(c1ccccc1)c1ccc(O)cc1 (stereo unspecified),96,95,98,107,97,94,104,74,103
O=C1c2ccccc2C(=O)N1CCC[P+](c1ccccc1)(c1ccccc1)c1ccccc1,.,121,107,101,109,100,88,90,98

All compounds of this part, previewed entries included:
SMILES,RXF 393,A498,HT29,COLO 205,NCI-H23,NCI-H226,NCI-H322M,NCI-H522,NCI-H460
COc1cc(/C=N/NC(=O)CSc2nc3ccccc3c(=O)n2CCc2ccc(S(N)(=O)=O)cc2)cc(OC)c1OC,98,97,85,96,99,86,93,46,101
COc1cccc(/C=C2\SC(=Nc3ccc(O)c(C(=O)O)c3)NC2=O)c1,112,106,107,116,102,.,108,97,103
CCOc1ccc(C2=CC(=O)C=CC2=O)cc1,103,95,103,103,92,86,111,28,101
CCOC(=O)c1cnn2c(-c3ccc(Cl)cc3)nc(NCc3ccccc3)nc12,41,31,51,.,58,89,99,82,78
COc1cccc(NC(=O)c2ccc(C(=O)Nc3cccc(OC)c3)cc2)c1,85,115,113,114,100,92,93,88,111
COc1ccc2c(c1)C(c1cc(OC)c3c(c1)OCO3)C1=C(COC1=O)N2 (stereo unspecified),-8.9*,30,.,-23*,38,28,51,-39*,6.6*
CCOC(=O)C(C(=O)OCC)C1CCCCC1,107,107,102,112,106,99,94,.,106
Cc1cc(C)n(-c2nc(-c3ccc(Cl)cc3)c(C#N)c(N3CCOCC3)n2)n1,70,54,92,81,84,86,93,86,96
CC(c1ccccc1)c1ccc(O)cc1 (stereo unspecified),96,95,98,107,97,94,104,74,103
O=C1c2ccccc2C(=O)N1CCC[P+](c1ccccc1)(c1ccccc1)c1ccccc1,.,121,107,101,109,100,88,90,98
CSc1nc(N)cc(C(N)=O)n1,95,105,102,106,91,101,101,97,100
CC/C(C)=N\NC(N)=S,105,108,50,87,72,93,89,106,84
CCC(c1ccc(OC)cc1)C(CC)c1ccc(O)c(CN2CCOCC2)c1 (stereo unspecified),105,90,87,111,78,82,111,73,98
CCCCOc1nc2ccc(C)cc2cc1/C=C/C(=O)/C=C(/C=C/c1cc2cc(C)ccc2nc1OCCCC)OB(F)F,135,112,101,112,97,99,89,88,111
O=c1cc(O)c2sc(-c3cccc(C(F)(F)F)c3)cc2[nH]1,97,103,105,113,86,98,97,94,107
CC(C)c1nc(SCC(=O)c2ccc(Br)cc2)nc(Nc2ccc(S(N)(=O)=O)cc2)c1C#N,78,101,96,106,80,79,97,89,111
CC1CNCCN1 (stereo unspecified),108,106,103,106,108,103,95,97,96
NC1=NC(=O)NCC1,103,85,91,131,109,102,99,83,109
Nc1ncc(C#Cc2cncc(NC(=O)c3cccc(OC(F)(F)F)c3)c2)c2cccnc12,.,102,47,80,69,88,109,83,90
COC(=O)C(Cc1ccc(O)cc1)NC(=O)C(COCc1ccccc1)NC(=O)OCc1ccccc1 (stereo unspecified),129,116,43,110,103,111,87,91,107
COc1ccc([C@H]2C(C(=O)c3ccc(Cl)cc3)C3(N[C@@H]2c2ccccc2)C(=O)Nc2ccccc23)cc1 (stereo partly specified),16,40,9.8*,-6.0*,21,25,54,30,18
COc1ccc(-c2nc(-c3cccs3)cn3cncc23)cc1,66,91,79,83,83,69,92,50,88
CCOC(=O)c1csc(NC(=O)CSc2nc(C)c(C)n2Nc2ccc(C)cc2)n1,38,90,52,79,75,71,97,76,109
CCn1cc(-c2ccnc(NCCNS(=O)(=O)c3cccc4ccccc34)c2)c(-c2cccc(OC)c2)n1,83,60,73,84,97,81,89,81,91
COc1ccccc1CN(C)c1ccccc1,105,104,100,108,112,104,103,.,103
Nn1cnn2c(=O)c3cnn(-c4ccccc4)c3nc12,113,120,104,115,105,106,104,94,110
COc1cc(C2c3cc4c(cc3CCN2C)OCO4)cc(OC)c1OC (stereo unspecified),108,93,93,98,92,100,112,77,96
O=C(N=Nc1c(O)[nH]c2ccc(Br)cc12)c1cc(-c2ccccc2)on1,117,78,97,125,97,100,108,85,101
CCCCC(CCCC)NC(C)CO (stereo unspecified),112,114,97,106,100,110,111,88,115
Cc1cccc2cc3cccc(C)c3nc12,82,113,94,142,98,93,97,87,115
CCC(=O)O/N=C(\Cn1ccnc1)c1ccc(Cl)cc1,114,98,99,109,96,98,99,86,100
Cc1cccc(C(=O)N(C(C)C)C(C)C)c1,107,72,93,.,102,88,104,80,99
Cc1ccc(NC(=O)N(CCO)N=O)cc1,108,66,108,115,100,100,93,102,104
COc1ccc(C2C3=C(COC3=O)N(CCO)c3cc(OC)ccc32)cc1 (stereo unspecified),107,117,94,102,103,85,104,82,105
Cc1ccc(-c2ccc(C)cc2)cc1,111,117,97,112,.,101,106,114,117
O=[N+]([O-])c1cc2c(cc1Br)-c1ccccc1C2,100,95,96,85,85,.,115,78,102
COc1cc(OC)c(/C=C/C(=O)c2c(N)cc(OC)cc2OC)c(OC)c1,-46*,-11*,3.5*,-24*,8.8*,75,54,-12*,2.5*
C/C(=C\c1ccccc1)c1ccncc1,.,102,108,113,111,112,109,98,107
COc1ccc(/C=C/c2nc(-c3n[nH]c(=O)n3-c3ccccc3)c3ccccc3n2)cc1,101,.,101,105,95,93,94,86,100
CCOC(=O)c1cc(-c2ccc(Cl)cc2)n(-c2cccc(CO)c2)c1C,97,104,88,112,90,95,100,71,102
Cc1cccc(NCC(=O)Cn2cc(COc3ccc(C=Nc4cnc5ccccc5c4)cc3)nn2)c1,125,122,115,115,112,100,102,104,134
Nc1ccc(N=Nc2ccc(O)c(C(=O)O)c2)cc1,115,.,105,129,109,101,111,94,.
C=CCc1cc(C(CC)C(CC)c2ccc(O)c(CC=C)c2)ccc1O (stereo unspecified),108,84,108,118,117,103,111,110,110
CC[N+](CCCCCCCCCC[N+](CC)(c1ccccn1)c1ccccn1)(c1ccccn1)c1ccccn1,46,-2.3*,-34*,-80*,1.2*,33,-16*,.,0.9*
CC1=NN(c2cc(S(=O)(=O)O)ccc2Cl)C(=O)C1,112,105,95,111,98,102,105,91,108
CCCOC(=O)CC(CC(=O)OCCC)C(=O)OCCC,104,112,98,111,109,99,98,.,109
COc1cc(/C=C\c2cc(/C=C\c3ccc(O)c(OC)c3)n(C(=O)Nc3ccccc3OC)n2)ccc1O,102,95,80,102,98,99,99,73,104
O=C(O)C(O)C(O)C(=O)O.[NH-]C1CCCCC1[NH-].[Pt+2] (stereo unspecified),.,125,111,106,107,102,117,93,103
CCCCCN1C(=O)/C(=c2\sc3n(c2=O)C2C(NN=3)N(CC)C(=O)N2CC)c2cc(C)ccc21 (stereo unspecified),84,93,97,91,102,94,90,94,101
COC(=O)/C(CCC=C(C)C)=C1\[C@@H](OC(C)=O)C[C@@]2(C)[C@H]1C[C@@H](O)[C@H]1[C@@]3(C)CC[C@H](NCCO)[C@@H](C)[C@@H]3CC[C@@]12C,109,101,104,103,98,.,101,100,105
COc1ccc(C2OCC(C)([N+](=O)[O-])CO2)cc1 (stereo unspecified),126,79,97,103,100,.,112,83,108
CCCCCC/C=C\CCCCCCCCCc1cc(O)cc(OC)c1O,23,-19*,8.7*,-65*,11,24,4.1*,-77*,8.6*
CCN(CC)CCCNc1nc(SC)nc(-c2cccc([N+](=O)[O-])c2)c1C#N,102,42,100,103,97,103,91,96,101
COc1cc(-c2nnc(SCc3nc4ccc(Cl)cc4n3CCO)o2)cc(OC)c1OC,101,105,107,102,101,86,105,81,113
CC(C)(Oc1ccccc1)C(=O)O,121,97,100,94,107,107,98,85,104
COc1cc2c(=O)ccn(-c3ccc([N+](=O)[O-])cc3)c2cc1OC,60,86,101,101,103,103,110,91,102
CCCCCCN(CCCCCC)N=O,94,101,.,103,123,101,103,.,105
O=C(CSc1nnc(-c2cccnc2SCc2ccccc2)o1)Nc1nc(Cl)cc(Cl)n1,105,112,110,.,102,84,.,83,105
CCN=c1sc2c(n1NC(=O)c1cc3ccc1CCc1ccc(cc1)CC3)C(=O)c1ccccc1C2=O,-87*,52,49,43,-32*,73,80,-35*,9.6*
Cn1c(=O)c2[nH]c(C3CCCCC3)nc2n(C)c1=O,114,87,101,102,95,105,102,84,106

Additional structures.
SMILES,RXF 393,A498,HT29,COLO 205,NCI-H23,NCI-H226,NCI-H322M,NCI-H522,NCI-H460
Cc1ccc(Nc2cc(=S)nc(N)[nH]2)cc1C,107,.,94,112,91,97,98,91,103
CCC(C)Oc1cc(/C=N/NC(=O)c2cnn3c2NC(c2ccccc2)C3)ccc1OC (stereo unspecified),21,.,15,.,58,.,45,11,11
O=S(=O)(O)c1cc(O)ccc1O,111,110,101,105,105,108,102,78,111
O=C1/C(=C/c2ccc(Cl)cc2)C=C(c2ccc(F)cc2)N1Cc1ccccc1,84,74,79,108,68,61,92,73,46
COC(=O)C1(C(=O)OC)C(C(=O)c2ccccc2)C1c1ccccc1 (stereo unspecified),118,63,101,103,99,105,113,.,100
COc1ccc(C=NCCN=Cc2ccc(OC)cc2OC)c(OC)c1,105,55,104,116,116,104,94,93,107
CSc1nc(-c2ccc(O)cc2O)c2c(=O)[nH]c(Nc3ccc(S(=O)(=O)Nc4nc(C)cc(C)n4)cc3)nc2n1,115,113,113,112,105,105,108,.,111
COc1ccc(/C=N\NC(=O)CCCC(=O)N/N=C/c2ccc(OC)c(OC)c2)cc1OC,125,116,.,104,107,116,116,105,116
CCCCCn1sc(=O)n(Cc2ccc(COC(=O)C(C)c3ccc(CC(C)C)cc3)cc2)c1=O (stereo unspecified),.,103,114,111,103,102,109,100,113
COc1cc2c(cc1OC)C(Cc1cc(OC)c(OC)cc1[N+](=O)[O-])=NCC2,91,56,51,95,67,89,95,83,65
CCc1c(C(=O)NCc2c(O)ccc3ccccc23)[nH]c(C)c1C(C)=O,88,100,81,95,71,91,86,37,81
Cc1cccc(C[C@H](NC(=O)Nc2ccc(Cl)cc2F)C(=O)N[C@@H]2C(=O)N3C[C@H](OC(=O)CCN(C)C)C[C@H]3C(=O)N3CCCC[C@H]3C(=O)N[C@@H](C)C(=O)N3C[C@H](C)C[C@H]3C(=O)O[C@H]2C)c1,19,-11*,5.8*,9.5*,34,28,59,25,14
CCc1ccc(Oc2c(-c3ccc(OCc4ccc(Cl)cc4)cc3O)nn(C)c2C(F)(F)F)cc1,-43*,-23*,-11*,-75*,-14*,6.9*,14,-33*,-20*
Oc1ccccc1/C=N\NC(=S)Nc1ccc(F)cc1,20,92,39,50,30,26,30,21,4.1*
Nc1nc(F)nc2c1ncn2[C@@H]1O[C@H](COP(=O)(O)O)[C@@H](O)[C@@H]1O,.,92,104,102,74,120,114,84,100
COC(=O)c1cccc(O)c1,110,92,103,107,98,98,108,97,108
O=C(Cn1cc(CN2C(=O)c3ccc([N+](=O)[O-])cc3C2=O)nn1)Nc1ccc(F)cc1Cl,.,86,102,110,98,101,100,93,106
OCCNc1nc(Nc2ccc(C3=NN(c4cc(Cl)cc(Cl)c4)C(c4ccc(Cl)cc4)C3)cc2)nc(N2CCOCC2)n1 (stereo unspecified),68,96,75,.,91,.,91,85,74
CCN1CCN(C(=O)[C@]23CCC(C)(C)C[C@@H]2C2=CC[C@@H]4[C@@]5(C)C/C(=C/c6cccnc6)C(=O)C(C)(C)[C@@H]5CC[C@@]4(C)[C@]2(C)CC3)CC1,-7.8*,45,11,26,27,33,62,28,12
O=C(N/N=C/c1cccc(O)c1)c1ccc2nc(-c3ccc(Cl)cc3)[nH]c2c1,68,90,80,65,43,70,99,44,43
OCCc1c[nH]c2ccccc12,102,101,103,108,97,87,103,105,107
COC(=O)/C=C1/SC(=Nc2ccc([N+](=O)[O-])cc2)N(CCc2c[nH]c3ccccc23)C1=O,70,78,52,85,73,99,98,54,92
CN(C)C(=O)c1ccccc1NC(=O)c1ccccc1[N+](=O)[O-],106,.,104,108,91,91,99,100,101
O=C(O)CCn1c(O)c(C=C2N=c3ccccc3=N2)sc1=S,123,107,115,111,91,100,99,90,98
O=C1CCCCC1=C1CCCCC1,121,103,102,117,110,93,104,96,105
N#C/C(=C\c1ccc(-c2ccccc2F)o1)c1nc2ccccc2c(=O)[nH]1,112,100,102,109,94,105,104,94,104

Screening data deposited in PubChem by NCI.
